Screening data: PubChem, several laboratories
SUMO1-SIM PPI – modulators of human SUMO1-mediated protein-protein interactions. 0.33% of 360,000 active. P63165. SUMO1 binding to a labelled peptide, TR-FRET, 1 h. inhibition, % at 20 µM; in the data active = inhibition above about 37%
Target sequence (P63165 whole entry, looked up): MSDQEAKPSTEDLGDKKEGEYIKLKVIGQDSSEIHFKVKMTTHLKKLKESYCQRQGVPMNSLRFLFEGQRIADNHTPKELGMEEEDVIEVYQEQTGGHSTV
TbMetRS inhib – Trypanosoma brucei MetRS inhibition; purified T. brucei MetRS, ATP depletion, Kinase-Glo luminescence; inhibition, % at 11.9 µM; 0.4% of 360,000 active;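 active = inhibition above a per-plate cutoff of the control wells' mean inhibition plus 3 SD, cut at about 5.5% in these data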;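 note: 0% = DMSO wells median and 100% = median of wells with control inhibitor compound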
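Measured by: Kinase-Glo luciferase luminescence reporting remaining unconsumed ATP. Material: purified T. brucei MetRS enzyme. Doses: 11.9 µM compound single dose, 0.9% DMSO. Medium: HEPES buffer containing pyrophosphatase, BSA, spermine, DTT. Times: 15 min preincubation, 2 h reaction, all 25 °C. Reagent: methionine, ATP and bulk E. coli tRNA.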
Scp1 inh – blocks human Scp-1 phosphatase activity; Recombinant Scp1, phosphopeptide, malachite green phosphate absorbance; inhibition, % at 20 µM; 0.88% of 340,000 active;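 active = inhibition above about 50% at 20 µM, limit read from the data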;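 note: plate controls were DMSO wells with enzyme for no effect and wells lacking enzyme for full effect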
Target sequence (Q9GZU7 76-261 limits assumed): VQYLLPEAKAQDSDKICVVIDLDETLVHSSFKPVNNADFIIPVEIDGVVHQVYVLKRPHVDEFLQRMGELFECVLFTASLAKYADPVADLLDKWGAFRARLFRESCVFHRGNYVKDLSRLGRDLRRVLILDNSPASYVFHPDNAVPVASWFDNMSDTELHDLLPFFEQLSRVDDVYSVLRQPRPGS
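assay system = SCP-1 phosphatase catalytic domain, residues 76-261 | buffer or medium = 50 mM Tris acetate pH 5.5, 0.005% Tween-20, 10 mM MgCl2 | incubation = enzyme reaction 45 min at room temperature, colour 5 min, stabilisation 30 min | signal = Phosphate-binding colour reagent, absorbance read at 630 nm | measure = % inhibition at 20 µM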
DNMT1 inh – inhibitors of human DNMT1. DNMT1 molecular beacon, Hinp1I cleavage, fluorescence. 0.83% of 360,000 active. AID 588458. P26358. inhibition (reported as % activation of signal), % at 10 µM; in the data active = inhibition above about 50%
STEP inh – STEP (human) phosphatase inhibition | P54829 | recombinant STEP, OMFP fluorogenic substrate, fluorescence | inhibition, % at 20 µM | 0.25% of 360,000 active | AID 588621;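 active = inhibition at 20 µM, scaled per plate between control wells, above about 37%, limit read from the data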;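 note: 0% = DMSO with enzyme and substrate and 100% = substrate only without enzyme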
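System: STEP (striatal-enriched tyrosine phosphatase) enzyme, cell-free; medium: Bis-Tris pH 6.0 buffer with DTT, detergent; dosing: 20 µM, 1% DMSO; times: reaction 20 min, ambient temperature; detection: fluorescence, 480/540 nm; read-out basis: normalized % inhibition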
CSN inh – CSN deneddylation inhibition; 0.38% of 360,000 active; inhibition, % at 12.5 µM; Purified CSN, SCF-Nedd8-OG deneddylation, fluorescence polarization;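 active = pattern-corrected inhibition above about 35%, with an unprinted fluorescence ratio check between 0.5 and 1.5, limit read from the data, passing the limit was not always enough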;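 note: 0% = enzyme with substrate and 100% = substrate without enzyme; some results filed as inactive read as strong as hits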
Target sequence (Q92905 whole entry, looked up, one chain of several): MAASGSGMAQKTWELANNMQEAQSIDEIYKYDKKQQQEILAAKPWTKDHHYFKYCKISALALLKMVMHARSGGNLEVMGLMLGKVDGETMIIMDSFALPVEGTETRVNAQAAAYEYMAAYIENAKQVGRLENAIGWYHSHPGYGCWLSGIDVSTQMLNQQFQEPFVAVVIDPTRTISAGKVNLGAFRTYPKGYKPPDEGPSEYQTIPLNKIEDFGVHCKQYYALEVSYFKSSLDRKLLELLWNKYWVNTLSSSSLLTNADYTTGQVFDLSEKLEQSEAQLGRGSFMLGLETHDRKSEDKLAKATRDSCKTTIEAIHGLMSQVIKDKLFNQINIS
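Assay system: purified human Csn5 enzyme expressed in HEK293T cells; measure: % inhibition; also added: SCFSkp2-Nedd8OG substrate at 10 nM final; technique: fluorescence polarization; times: reaction 90 min, room temperature; medium: Tris buffer pH 7.5, NaCl, DTT, Tween-20, trehalose, ovalbumin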
NadD inh – NadD (S. aureus) enzyme inhibition | purified NadD enzyme, colorimetric absorbance read-out | inhibition, % at 20 µM | 0.78% of 360,000 active | AID 602399; in the data active = inhibition above about 26%; note: some compounds past the cut are filed as inactive
MsrA inh – inhibitors of bovine MsrA; purified bovine MsrA, absorbance read-out; inhibition, % at 15.5 µM; 0.75% of 360,000 active; AID 651718; in the data active = inhibition above about 4.5%;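 note: 0% = vehicle wells with enzyme and 100% = reference inhibitor wells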
Rpn11 block – blocks the human proteasome subunit Rpn11 | O00487 | human 26S proteasome, Ub4-pepOG fluorescence polarization; 20S core pre-blocked with epoxomicin | calls only at 20 µM | 0.59% of 360,000 active;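 active = inhibition at 20 µM, scaled to each plate's controls, above about 33%, limit read from the data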
LMPTP block – LMPTP (human) inhibition; inhibition, % at 20 µM; AID 651560; 0.22% of 360,000 active; recombinant LMPTP-A, OMFP fluorogenic substrate, fluorescence intensity;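 active = compounds that cut the enzyme signal by at least half of the control window in the single-dose screen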;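 note: plate controls were DMSO wells with enzyme plus substrate for no effect and substrate without enzyme for full effect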
Target sequence (P24666 whole entry, looked up): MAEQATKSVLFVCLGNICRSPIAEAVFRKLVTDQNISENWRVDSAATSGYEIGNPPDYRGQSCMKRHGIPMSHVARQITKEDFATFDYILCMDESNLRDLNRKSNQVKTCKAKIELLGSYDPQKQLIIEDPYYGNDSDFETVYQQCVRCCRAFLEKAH
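test system = LMPTP-A | amount = 0.625 nM LMPTP-A final | reagent = fluorogenic phosphatase substrate OMFP at 400 µM final | incubation = 50 min at room temperature | benchmarks = no-enzyme low control, uninhibited high control | medium = Bis-Tris pH 6.0, DTT, detergent | signal = fluorescence intensity of OMFP turnover product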
An asterisk follows results filed as active; i = inactive; / = not tested or not shown.

(1) O=C(COc1ccc(S(=O)(=O)N2CCOCC2)cc1Cl)NCc1ccco1
(2) O=C(CCc1ccccc1)NCCSc1ccccc1
(3) CC[C@]12c3[nH]c4cc(-c5ccco5)ccc4c3CCN1C(=O)[C@@H](CC(=O)NCCCN(C)C)C[C@@H]2C(=O)N1CCN(C(=O)C2CC2)CC1
(4) CC(OC(=O)CNC(=O)c1sc2ccccc2c1Cl)C(=O)NC1(C#N)CCCCC1 (stereo not drawn)
(5) COc1cc([N+](=O)[O-])ccc1NC(=O)c1cccc(NC(=O)C(C)C)c1
(6) CCOC(=O)c1ccc(NC(=S)NNC(=O)COC)cc1
(7) CN(C)/C=C1\NC(=S)N(c2ccccc2)C1=O
(8) CCc1cc(=O)oc2cc(C)cc(OC(C)C(=O)NC3CC(C)(C)NC(C)(C)C3)c12 (stereo not drawn)
(9) FC(F)(F)c1nc(-c2ccncc2)ncc1-c1nnnn1-c1ccccc1
(10) O=C(CSc1nnc(-c2cc3ccccc3cc2O)n1Cc1ccco1)N1CCc2ccccc2C1

compound no.	1	2	3	4	5	6	7	8	9	10
SUMO1-SIM PPI	5	6	-31	-7	-20	0	-18	-5	-10	0
TbMetRS inhib	-0.3	0.0	-0.6	-0.3	-0.3	0.4	-0.3	-0.7	-0.6	0.5
Scp1 inh	-5	-5	7	-5	-7	-8	1	-7	78*	6
DNMT1 inh	-2	-4	1	0	-3	1	-1	5	0	-2
STEP inh	0	0	0	0	-1	-2	-6	-2	4	0
CSN inh	3	-7	-2	3	2	3	3	4	9	-1
NadD inh	1	-8	-7	-6	-3	3	7	-11	1	41*
MsrA inh	0.5	0.2	-0.6	1.1	1.8	2.2	2.8	0.6	-0.4	0.4
Rpn11 block	i	i	i	i	i	i	i	i	i	i
LMPTP block	-1.3	-1.2	-9.9	-0.2	-0.2	-1.9	-1.4	-1.8	-0.1	4.5

(11) Cc1ccc(NC(=O)c2ccccc2OCC(=O)c2ccccc2)cc1
(12) COC(=O)CSc1nnc(-c2cccnc2)o1
(13) CN1CCN(c2nc(-c3ccccc3)nc(-c3ccccc3)c2C#N)CC1
(14) CCC1(c2ccccc2)ON(c2c(Br)cccc2Br)C1=O (stereo not drawn)
(15) CCS(=O)(=O)NCC(c1cccnc1)N1CCN(c2ccccc2OC)CC1 (stereo not drawn)
(16) O=C(O)CCN1c2cccc3cccc(c23)S1(=O)=O
(17) Cc1cc(N2CCN(C(=O)Oc3ccc([N+](=O)[O-])cc3)CC2)c2ccccc2n1
(18) COCC(=O)N(C)C[C@H]1Oc2ncc(C#C[C@H](C)O)cc2C(=O)N([C@@H](C)CO)C[C@H]1C
(19) CCC(=O)N1CCN(c2c(Cl)cccc2[N+](=O)[O-])CC1
(20) COc1ccc(C(=O)NCc2ccc(N3CCN(C)CC3)cc2)cc1

compound no.	11	12	13	14	15	16	17	18	19	20
SUMO1-SIM PPI	5	2	1	0	6	-11	-22	-3	-16	-5
TbMetRS inhib	-0.9	-0.5	0.4	0.0	-0.6	-0.6	-0.9	-0.9	0.4	0.0
Scp1 inh	-10	5	-3	-6	-5	1	/	/	0	-6
DNMT1 inh	-7	5	-7	-6	0	-1	/	2	1	1
STEP inh	-1	-2	1	1	-2	-1	/	0	4	0
CSN inh	-3	2	0	1	4	2	1	-7	4	-6
NadD inh	-7	-1	-6	-4	-1	4	-2	8	4	-1
MsrA inh	-1.0	0.3	0.0	2.0	-0.1	-0.4	1.8	0.1	0.5	0.0
Rpn11 block	i	i	i	i	i	i	/	i	i	i
LMPTP block	4.0	-2.0	-0.1	1.3	-2.1	-1.1	51*	-2.1	1.4	-1.1

(21) COc1ccc(C2=NOC(C(=O)NCCCn3ccnc3)C2)cc1 (stereo not drawn)
(22) COc1cc(CNc2ccc(C(=O)O)cc2)cc(Br)c1OCC(=O)NC(C)(C)C
(23) CCOC(=O)C1(CC2CCCCO2)CCN(Cc2nc3ccccc3[nH]2)CC1 (stereo not drawn)
(24) CCN(CC)C(=O)Cn1cc(S(=O)(=O)CC(=O)NCc2ccc(C)cc2)c2ccccc21
(25) CN(Cc1cn(Cc2ccc(F)cc2)nn1)C1CN(Cc2cn(Cc3ccc(F)cc3)nn2)S(=O)(=O)C1 (stereo not drawn)
(26) CC(=O)c1ccc(NC(=O)CN2CCN(S(=O)(=O)c3ccc4c(c3)OCCO4)CC2)cc1
(27) O=C(CCC1CCCCC1)Nc1c[nH]c(=O)[nH]c1=O
(28) Cc1ccc(NC(=S)NC2CCCC2)c(C)c1
(29) Cn1cnc2c(cnn2C)c1=N
(30) CC(=O)C1=C(O)C(=O)N(c2ccccn2)C1c1ccccc1[N+](=O)[O-] (stereo not drawn)

compound no.	21	22	23	24	25	26	27	28	29	30
SUMO1-SIM PPI	3	0	1	5	8	-4	2	1	2	-8
TbMetRS inhib	-0.8	0.0	0.9	0.8	0.0	-0.3	0.2	-0.1	-0.1	-0.1
Scp1 inh	-1	-7	-1	-9	/	/	3	-5	-7	-6
DNMT1 inh	5	-1	-1	0	/	-16	4	-2	0	-1
STEP inh	-5	2	1	-2	/	-2	6	-2	0	4
CSN inh	5	-3	0	0	-1	6	2	4	1	2
NadD inh	-6	1	1	-3	0	1	2	6	0	-13
MsrA inh	-0.3	-1.2	1.6	-0.1	-1.7	-0.5	-0.4	0.3	-0.4	2.0
Rpn11 block	i	i	i	i	/	i	i	i	i	i
LMPTP block	-6.6	-2.8	-2.0	-0.8	-0.3	1.6	-0.6	-0.3	0.3	-1.1

(31) CC1CCCCN1CCCNC(=O)c1ccc2c(=O)n(CCc3ccccc3)c(=O)[nH]c2c1 (stereo not drawn)
(32) O=C(COc1ccc(Cl)cc1)NNC(=O)c1ccccc1C(=O)O
(33) Cc1oc2cc3oc(=O)c(CCC(=O)NCCCN4CCOCC4)c(C)c3cc2c1C
(34) OCCNC(=S)Nc1ccc2c(c1)OCCO2
(35) COc1cccc(NC(=O)C(c2ccccc2)N2CCN(c3ccccn3)CC2)c1 (stereo not drawn)
(36) CCN(CC)S(=O)(=O)c1ccc(Cl)c(NC(=O)COC(=O)c2ccc([N+](=O)[O-])o2)c1
(37) N#C/C(=C/c1cccs1)c1nc2ccccc2[nH]1
(38) COc1ccc(S(=O)(=O)N2CCCCCC2)cc1NC(C)C(=O)Nc1ccc(NC(C)=O)cc1 (stereo not drawn)
(39) CCOc1ccc2nc(NC(=O)C3=NNC(=O)CC3)sc2c1
(40) CCNC(=S)Nc1cc(OCC)c(N2CCOCC2)cc1OCC

compound no.	31	32	33	34	35	36	37	38	39	40
SUMO1-SIM PPI	4	-1	1	3	1	-24	-7	-1	-4	1
TbMetRS inhib	-0.3	0.3	0.5	-0.3	-1.2	0.9	2.4	-0.1	-0.8	0.0
Scp1 inh	-4	-2	-1	-4	-2	-1	0	0	-10	-3
DNMT1 inh	-2	0	3	1	-2	-7	-2	-2	-2	-1
STEP inh	-2	-1	-4	-2	-2	0	-2	-3	-4	-1
CSN inh	4	-5	0	-5	2	1	-5	2	-3	-6
NadD inh	-6	1	-2	0	-5	0	0	-2	-6	-4
MsrA inh	0.4	-0.7	2.1	-1.2	-0.1	0.5	3.4	-0.1	1.7	1.2
Rpn11 block	i	i	i	i	i	i	i	i	i	i
LMPTP block	-0.7	-0.5	0.9	0.3	1.4	1.3	2.7	-0.8	-1.0	-1.9

As a short view, part of the list above:
(32) O=C(COc1ccc(Cl)cc1)NNC(=O)c1ccccc1C(=O)O
(33) Cc1oc2cc3oc(=O)c(CCC(=O)NCCCN4CCOCC4)c(C)c3cc2c1C
(34) OCCNC(=S)Nc1ccc2c(c1)OCCO2
(35) COc1cccc(NC(=O)C(c2ccccc2)N2CCN(c3ccccn3)CC2)c1 (stereo not drawn)
(36) CCN(CC)S(=O)(=O)c1ccc(Cl)c(NC(=O)COC(=O)c2ccc([N+](=O)[O-])o2)c1

compound no.	32	33	34	35	36
SUMO1-SIM PPI	-1	1	3	1	-24
TbMetRS inhib	0.3	0.5	-0.3	-1.2	0.9
Scp1 inh	-2	-1	-4	-2	-1
DNMT1 inh	0	3	1	-2	-7
STEP inh	-1	-4	-2	-2	0
CSN inh	-5	0	-5	2	1
NadD inh	1	-2	0	-5	0
MsrA inh	-0.7	2.1	-1.2	-0.1	0.5
Rpn11 block	i	i	i	i	i
LMPTP block	-0.5	0.9	0.3	1.4	1.3

Going on with the list:
(41) Nc1nc(-c2ccco2)nn1C(=O)c1ccccc1
(42) CCOC(=O)c1c(NC(=O)COC(=O)c2ccc(C)s2)sc2c1CC(C)(C)NC2(C)C
(43) CCCCN(CCCC)CCCNC(=O)Cn1cc2c(n1)-c1c(oc(C(=O)N3CCCC3)c1C)CC2
(44) N#CC1=C(N)Oc2cc3c(cc2C1c1ccc(Cl)cc1)OCO3 (stereo not drawn)
(45) CN(C)S(=O)(=O)c1cccc(C(=O)N=C2N=C3C=CC(Cl)=CN3Cc3ccccc32)c1

compound no.	41	42	43	44	45
SUMO1-SIM PPI	-2	-15	1	-34	1
TbMetRS inhib	-0.9	-0.9	-0.5	3.0	0.1
Scp1 inh	1	5	-5	-15	-12
DNMT1 inh	2	-3	-2	-14	0
STEP inh	-1	2	-3	1	-2
CSN inh	-2	1	-1	0	1
NadD inh	0	-4	-12	4	1
MsrA inh	1.1	-0.7	-0.3	-0.7	-0.6
Rpn11 block	i	i	i	i	i
LMPTP block	-1.2	0.8	-1.4	1.6	-1.9
